Pf apPOL block: Pf-apPOL inhibitors, biochemical, fluorescence. actives 0.25% (n = 210,000). Plasmodium falciparum apicoplast DNA polymerase (apPOL). AID 1794808, 2022. inhibition, % at 10 µM. Recombinant Pf-apPOL, molecular beacon fluorescence, 1.5 h
mHTT CaM bind: mutant huntingtin-calmodulin interaction inhibitors – biochemical, AlphaScreen, primary screen. P42858. AlphaScreen His-mHTT/GST-CaM binding, luminescence. inhibition, % at 15 µM. actives 3.6% (n = 190,000). AID 1671202, 2021;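 also: 0% = both proteins with DMSO and 100% = one protein alone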
* = called active by the depositor; . = not tested or not shown; & = joins results of further samples. Rule as the data show it: active = inhibition above about 50%; inactive = the rest.

Compound	Pf apPOL block	mHTT CaM bind
C[C@H]1COc2cccc(F)c2S(=O)(=O)N1C	1	-8
COc1ccc(Cl)cc1C(=O)Nc1cccc([N+](=O)[O-])c1C	-10	-1
COc1ccc(-c2nnc(NC(=O)c3ccc([N+](=O)[O-])s3)o2)c(OC)c1	-2	-6
CC(=O)c1ccc(NC(=O)C23CC4CC(CC(C4)C2)C3)cc1	-5	-3
CC(C)Oc1ccc(-c2nc(C(=O)N3CCOCC3)cs2)cc1	-22	6
CCCC(=O)N1CCC2(CC1)NC(=O)c1cccc(C)c1N2	3	-5
COc1ccc2c(c1)C(=O)C(C1(O)C(=O)N(C)c3ccccc31)CC2 (stereo unspecified)	0	3
C/C=C(\C)CN1CCN(c2ccccc2)CC1	0	2
O=C(Nc1ccc2snnc2c1)NC1CCCCC1	0	-7
CCOc1ccc(C=Nc2ccc(C(N)=O)cc2)cc1	-1	22
CN1C(=O)CCC2(CNC(=O)c3ccco3)CCCC12 (stereo unspecified)	-2	-11
Cc1nc(C23CC4CC(CC(C4)C2)C3)cs1	-5&-2	-17
CCn1nc(C(=O)Nc2nc3c(OC)ccc(C)c3s2)cc1C	-2	2
O=C1NC(=O)N2CCCC12 (stereo unspecified)	.	-3
Cn1c(=O)c(N2CCN(C(=O)c3cccc(F)c3)CC2)nc2ccccc21	-2	-6
Cc1nc(CSc2n[nH]c(=O)n2-c2cccc(F)c2)cs1	5&-8	.
COc1cc(C2N(c3ccc(F)cc3)C(=O)C3CCCN32)cc(OC)c1OC (stereo unspecified)	-2	6
Cc1cc(C)c(O)c(N=Cc2cc(Cl)cc([N+](=O)[O-])c2O)c1	0	32
COc1ccc(C2CC(=O)C3=C(C2)Nc2ccccc2NC3c2ccc(Cl)cc2)cc1OC (stereo unspecified)	3	36
COCCN1C(=O)Cc2ccccc2C1C(=O)NCc1cccc(C)c1 (stereo unspecified)	-4	-3
O=C(Nc1ccccc1)C1CCN(c2nc3ccsc3c(=O)n2Cc2ccccc2)CC1	-2	0
COc1ccc(Cl)cc1C(=O)N1CC2CN(S(=O)(=O)c3ccccc3)CC(C1)O2	-3	12
CC(C)Cn1c(=O)[nH]c2c(C(=O)N3CCN(c4ccccc4Cl)CC3)snc2c1=O	-5	-5
O=C(NCc1ccncc1)c1cc2sccc2n1CC1CC1	-3	23
Cc1nc2nc(SCC(=O)NCCCN3CCCCCC3)nn2c(C)c1Cc1ccccc1	-12	15
O=C(NCCc1csc(-c2cccs2)n1)C1CCN(C(=O)c2cccc(F)c2)CC1	-3	2
CCc1ccccc1NC(=O)C(=O)NCC(C)O (stereo unspecified)	4	-3
CCc1ncn2ccnc(N3CCSCC3)c12	-7	5
O=C(NCCc1ccccc1)c1nn2c(c1Cl)NC(c1cccs1)CC2C(F)(F)F (stereo unspecified)	-13	23
Cc1cccc(N2C=C(C#N)S(=O)(=O)c3ccc(Cl)cc32)c1C	-4	1
O=C(c1ccc(Br)o1)N1CCCC(COCc2ccccc2)C1 (stereo unspecified)	-20	-4
COc1ccc(OC)c2sc(N(CCCN(C)C)C(=O)c3ccc([N+](=O)[O-])o3)nc12	-5	2
COCC(C)NCc1ccc(C)cc1C (stereo unspecified)	-8	2
COC(=O)c1c(C)oc2ccc(N(C(C)=O)S(=O)(=O)c3cccc([N+](=O)[O-])c3)cc12	1	11
CC(=O)N1N=C(c2ccccc2NS(C)(=O)=O)CC1c1ccc2ncccc2c1 (stereo unspecified)	-6	0
CC(C)CN1CC(C)C(O)(c2ccccc2)CC1C (stereo unspecified)	-8	-4
COc1ccc(-c2coc3cc(OCCN4CCCCC4)ccc3c2=O)cc1	0	8
Cc1cc(C)cc(N2C(=O)NC3CC2(C)Oc2ccccc23)c1 (stereo unspecified)	-2	10
COc1ccc(CNC(=O)C2(C)CCCN(C(=O)c3ccccc3C)C2)cc1 (stereo unspecified)	1	-1
Cn1cccc1CN(Cc1cccs1)C(=O)c1ccc2nsnc2c1	-5	4

The list goes on, overlapping the part above by seven compounds.
Compound	Pf apPOL block	mHTT CaM bind
COC(=O)c1c(C)oc2ccc(N(C(C)=O)S(=O)(=O)c3cccc([N+](=O)[O-])c3)cc12	1	11
CC(=O)N1N=C(c2ccccc2NS(C)(=O)=O)CC1c1ccc2ncccc2c1 (stereo unspecified)	-6	0
CC(C)CN1CC(C)C(O)(c2ccccc2)CC1C (stereo unspecified)	-8	-4
COc1ccc(-c2coc3cc(OCCN4CCCCC4)ccc3c2=O)cc1	0	8
Cc1cc(C)cc(N2C(=O)NC3CC2(C)Oc2ccccc23)c1 (stereo unspecified)	-2	10
COc1ccc(CNC(=O)C2(C)CCCN(C(=O)c3ccccc3C)C2)cc1 (stereo unspecified)	1	-1
Cn1cccc1CN(Cc1cccs1)C(=O)c1ccc2nsnc2c1	-5	4
Cc1ccc(C(=O)N2N=C3CCCCC3C2(O)C(F)(F)F)cc1Cl (stereo unspecified)	-2	-37
O=C(C=C1SC(=O)NC1=O)Nc1ncc(Cc2ccccc2F)s1	2	5
CCOc1ccc(NC(=O)CSc2nc3nc(C)c(Cc4ccccc4)c(C)n3n2)cc1	-10	31
CC(=O)N1CCC(n2c(C)nc(C(=O)N3CCN(Cc4cccc(F)c4)CC3)c2C)CC1	-4	0
Cc1cccc(C(=O)O[C@H]2[C@H](Cc3ccccc3)NS(=O)(=O)[C@H]3CC4C=C[C@]23O4)c1	-4	31
COCCOc1nc2ccccc2s1	-1	-3
O=C1NN(c2ccccc2)C(=O)/C1=C/c1cc(Br)ccc1O	-8	3
CCc1ccccc1NC(=O)c1ccc(C)o1	4	8

Entries listed so far containing an NH in an aromatic ring:
Compound	Pf apPOL block	mHTT CaM bind
Cc1nc(CSc2n[nH]c(=O)n2-c2cccc(F)c2)cs1	5&-8	.
CC(C)Cn1c(=O)[nH]c2c(C(=O)N3CCN(c4ccccc4Cl)CC3)snc2c1=O	-5	-5

Next compounds follow:
Compound	Pf apPOL block	mHTT CaM bind
Cc1cccc(-c2cc3n(n2)CCCN(C(=O)c2ccncc2)C3)c1	-2	11
O=[N+]([O-])c1ccc(N2CCCC2)cc1NCc1ccco1	5	3
O=[N+]([O-])c1ccc(CS(=O)(=O)c2ccccc2)cc1	2	.
COc1cccc(C2=NOC(C(=O)N3CCC(C)CC3)C2)c1 (stereo unspecified)	2	-2
Cc1cccc(NC(=O)c2oc3ccc(S(=O)(=O)N4CCOCC4)cc3c2C)c1C	-8	34
CCNc1nnc(-c2ccccc2)s1	-8	-2
C(=C\c1nc(N2CCOCC2)c2ccccc2n1)/c1ccccc1	-1	-23
N#C/C(=C\c1ccc(O)cc1O)c1nc2ccccc2[nH]1	0	72*
COc1ccc(C(=O)N2CCCC3(C2)NC(=O)N(Cc2cc(C)ccc2C)C3=O)cc1F (stereo unspecified)	-5	23
COc1ccccc1N=c1scc(-c2ccc(S(=O)(=O)N3CCOCC3)cc2)n1C	-3	1
Cc1ccccc1Nc1nccc(C2CCCN(C(=O)c3ccoc3)C2)n1 (stereo unspecified)	-4	20
O=C(O)c1oc(C(=O)O)c(OCc2ccccc2)c1OCc1ccccc1	-8	.
COc1ccc(Cc2nc3ccccc3[nH]2)cc1OC	1	0
O=c1/c(=C/c2ccco2)sc2nc(-c3cccc(Cl)c3)nn12	1	13
O=C(c1ccc(CS(=O)(=O)Cc2ccccc2Cl)o1)N1CCOCC1	-4	-7
Cc1ccc2cc(N=Cc3cc(Cl)cc(Cl)c3O)ccc2n1	1	42

The list continues:
SMILES	Pf apPOL block	mHTT CaM bind
COc1cc(C2CC(=O)C3=C(C2)Nc2ccccc2NC3c2ccc(O)cc2)cc(OC)c1OC (stereo unspecified)	-6	12
O=C1OC(N2CCN(Cc3ccc4c(c3)OCO4)CC2)c2ccccc21 (stereo unspecified)	2	-2
COc1ccc(C2C(=C(O)c3ccc(Br)cc3)C(=O)C(=O)N2C)cc1OC (stereo unspecified)	3	-5
CN(C)C=NNS(=O)(=O)c1ccccc1	2	.
CN(c1ccc(Br)cc1)S(=O)(=O)c1ccc2nc(-c3ccccc3)[nH]c2c1	-4	12
Cc1ccc(C(=O)N2CCN(c3nc(CN4CCCC4)cs3)CC2)cc1F	-4	5
Cc1noc(C)c1C(=O)Oc1ccc(C(C)(C)C)cc1	-5&-12	.
CC(=O)c1ccc2c(c1)c1cc(Cl)ccc1n2C	-2	13
COc1cc(CNc2ccc([N+](=O)[O-])cc2C)cc(OC)c1	1	28
Nc1ccc(N2CCCC2)c(C(F)(F)F)c1	.	13
OCCNCCOc1c(Cl)cc(Cl)cc1Cl	-4	3
Cc1ccccc1NC(=O)c1cnn(-c2ccccc2)c1NC(=O)c1cccc(F)c1	2	22
Cc1ccc(C(=O)Nc2c3c(nn2-c2cccc(C)c2C)CS(=O)(=O)C3)cc1C	-5	15
C=CCN(CC=C)C(=O)C(CC)CCCC (stereo unspecified)	.	-8
O=C(NC(=C(Cl)Cl)S(=O)(=O)c1ccccc1)c1ccc(Cl)cc1	3	2
c1ccc(CCCN2CCC(N3CCCCC3)CC2)cc1	-6	-3
CC1(C(=O)NCc2ccc(F)cc2)CCCN(C(=O)c2c(F)cccc2F)C1 (stereo unspecified)	-6	-4
COc1ccc(S(=O)(=O)Nc2ccccc2Cl)cc1	-2	-12
O=C(CN1C(=O)C2CCCN2C(=O)c2cc(F)ccc21)N1CCCCC1 (stereo unspecified)	-5	-7
COc1ccc(-c2cc3ccc(OC(=O)c4cc(OC)c(OC)c(OC)c4)cc3oc2=O)cc1	-10	-4
CC1(NCc2ccccc2)CCS(=O)(=O)C1 (stereo unspecified)	-1	-4
Cc1cc(NC(=O)CSc2nnc(NC(=O)CN(C)S(C)(=O)=O)s2)no1	-5	-3
O=[N+]([O-])c1ccc(NN=C(C2CC2)C2CC2)cc1	.	2
CC(C)(C)c1[nH]nc2c1C(c1ccc(Cl)cc1)C(C#N)=C(N)O2 (stereo unspecified)	-2	14
c1ccc(Nc2nc(-c3ccccn3)cs2)nc1	0	100*
Cc1cc(N2C(=O)C3C4c5ccccc5C(c5ccccc54)C3C2=O)no1 (stereo unspecified)	-180	2
O=c1cc(Cc2nnc(SCc3cccc([N+](=O)[O-])c3)n2-c2ccccc2)[nH]c(=O)[nH]1	-6	-6
C1=CCC(CN2CCN(Cc3ccco3)CC2)CC1 (stereo unspecified)	-4	3&-6
CC(C)Cn1c(=O)c2c(ncn2Cc2cccc(F)c2)n(-c2cccc(F)c2)c1=O	0	2
COc1ccc(Nc2nc(-c3cccc(NC(C)=O)c3)cs2)cc1	3	44
CC1CCCC(NS(=O)(=O)c2cc(C(=O)Nc3cccc(Cl)c3)ccc2F)C1C (stereo unspecified)	-4	20
COc1ccc(NC(=O)c2cccnc2Cl)c(OC)c1	-4	1
CCOc1ccc(NC(=O)N2CCCC2c2nc(-c3ccccc3C)no2)cc1 (stereo unspecified)	-3	4
Cc1ccccc1C(=O)Nc1nnc(CC(C)(C)C)s1	1	-1
CN(C)c1ccc(C(=O)N2CCCc3ccccc32)cc1	-9&-3	.
S=C(NCc1csc2ccccc12)Nc1cccc(Cl)c1Cl	-6	.
Cc1ccc(NCc2ccc3c(c2)OCO3)c(Br)c1	-6	-11
O=Cc1c(-c2ccccc2)c(C=O)n2ccccc12	-3	1
Cn1nc(C(=O)N2CCc3[nH]nc(-c4ccccc4)c3C2)c2ccccc21	-6	87*
COc1ccc(NC(=O)CC2=NS(=O)(=O)c3ccccc3N2)cc1Cl	-4	8

Continued; it opens with the two that closed the last part.
SMILES	Pf apPOL block	mHTT CaM bind
Cn1nc(C(=O)N2CCc3[nH]nc(-c4ccccc4)c3C2)c2ccccc21	-6	87*
COc1ccc(NC(=O)CC2=NS(=O)(=O)c3ccccc3N2)cc1Cl	-4	8
O=Cc1cn(CC(=O)N2CCCC2)c2ccc(Br)cc12	-5	1
COc1cc(OC)c(OC)cc1/C=C1\N=C(c2ccc([N+](=O)[O-])cc2)OC1=O	2	-3
COc1ccccc1C(=O)N1CCCC(c2ccnc(-c3cccc(C)c3)n2)C1 (stereo unspecified)	-5	22
O=C(NCCCc1ccccc1)c1sc2ccccc2c1Cl	-3	-32
COCC(=O)Nc1ccc(Br)cc1	1	0
C=CCN(c1ccccc1)S(=O)(=O)c1ccc2[nH]cc(C(=O)N3CCOCC3)c(=O)c2c1	-8	6
O=C(CS(=O)(=O)c1cccc2nsnc12)Nc1cccc(F)c1	-6	0
O=C(Nc1cccc(Cl)c1Cl)c1ccc(I)cc1	-8	-2
Cn1cnnc1SCC(=O)N1CCc2ccccc21	4&-4	-24&-2
CNC(=O)C1=CCN(C(=O)c2ccc(C)cc2)CC1	-2	3
CC1=C(C(=O)OCc2ccccc2)N2C(=O)[C@@H](NC(=O)OCc3ccccc3)[C@H]2SC1	0	4
O=C(Nc1ccccc1)c1c(O)c2cccnc2n(-c2cccc(F)c2)c1=O	4	-4
CCOc1ccc(NC(=O)CSc2nc(O)cc(=O)n2-c2ccc(F)cc2)cc1	4	9
CCc1ccc(NC(=O)c2cc3c(=O)n(CC)ccc3n2C)cc1	-3	0
COc1ccc(NC(=O)N2CC3CCCN3c3ccccc32)cc1 (stereo unspecified)	1	62*
COc1ccc(/C=C2\NC(=O)N(Cc3ccc(F)cc3)C2=O)cc1O	-8	10
CCOC(=O)c1ccc(NC(=O)N2CC=C(c3cn(C)c4ncccc34)CC2)cc1	-3	1
O=C(c1cccc(F)c1)N(CCCn1ccnc1)c1nc2c(F)cccc2s1	-7	26
O=C(Nc1ccc(F)cc1)c1cc(Br)ccc1Cl	0	-14

Screening data deposited in PubChem BioAssay by University of Kansas High Throughput Screening Laboratory.
